Screens deposited in PubChem BioAssay by several laboratories.
CRFR2-BP antag – CRF-BP/CRF-R2 complex antagonism; HEK293 CRF-R2/CRF-BP, CRF-induced calcium fluorescence; inhibition, % at 11.8 µM; actives 0.59% (n = 350,000); AID 588475;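 active = inhibition of the ligand-induced calcium signal above about 50% at the single tested concentration, limit read from the data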
SUMO HTRF inh – blocks human SUMOylation mediated by UBC9; P63279; HTRF SUMOylation assay, SAE1/SAE2 + UBC9, in vitro; inhibition, % at 35 µM; actives 0.36% (n = 290,000); AID 2006; in the data active = inhibition above about 50%, passing the limit was not always enough; note: strong numbers were not always called active
Target sequence (P63279 whole entry, looked up): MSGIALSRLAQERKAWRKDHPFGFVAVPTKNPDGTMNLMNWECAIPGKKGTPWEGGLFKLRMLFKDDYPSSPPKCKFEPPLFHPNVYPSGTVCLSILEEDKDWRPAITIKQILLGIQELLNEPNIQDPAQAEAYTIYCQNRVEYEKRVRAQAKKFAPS
IDE act – boosts human insulin-degrading enzyme activity in HEK cells | FAbeta-B cleavage, fluorescence polarization; 0% vehicle, 100% cell-free pure enzyme wells | AID 493087 | activation, % at 5.96 µM | actives 0.073% (n = 340,000);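 active = activation above the mean of all tested compounds plus 3 SD, set per screening campaign, cut at about 17% in these data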
GalR3 antag – human GalR3 antagonism | HEK293 GalR3-CNG cAMP membrane potential fluorescence; galR3 body fused to GalR1 C-terminus | inhibition, % at 3 µM | actives 0.44% (n = 360,000) | AID 651719;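 active = inhibition above the screen-wide average plus 3 SD, cut at about 13% in these data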;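 note: forskolin and galanin both at EC90 stimulate the cells; cAMP rise reported by CNG channel membrane potential dye signal; 0% = forskolin plus galanin with DMSO and 100% = forskolin alone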
Target sequence (O60755 1-299 limits assumed): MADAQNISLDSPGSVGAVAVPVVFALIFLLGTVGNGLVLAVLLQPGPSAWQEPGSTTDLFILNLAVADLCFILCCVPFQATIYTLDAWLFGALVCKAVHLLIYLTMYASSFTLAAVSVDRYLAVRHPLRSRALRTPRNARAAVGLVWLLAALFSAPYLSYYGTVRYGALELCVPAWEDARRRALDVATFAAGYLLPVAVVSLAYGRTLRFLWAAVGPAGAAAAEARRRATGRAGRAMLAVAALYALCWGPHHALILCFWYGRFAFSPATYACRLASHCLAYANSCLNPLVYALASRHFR
IMP-1 inhibitor – inhibitors of Pseudomonas aeruginosa IMP-1 metallo-beta-lactamase; inhibition, % at 5.6 µM; purified IMP-1, nitrocefin hydrolysis, epi-absorbance fluorescence; actives 0.45% (n = 290,000);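 active = inhibition above the mean plus 3 SD of all compounds in the same screening run, cut at about 4.5% in these data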;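 note: 0% = IMP-1 with DMSO and 100% = DMSO wells lacking enzyme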
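Material – recombinant IMP-1 enzyme, purified · Amount – IMP-1 0.2 nM before substrate addition · Medium – HEPES buffer pH 7.1 with ZnSO4 and Brij 35 · Timing – 25 °C, 15 min preincubation, 25 min reaction · Measured by – plate fluorescence quenching by hydrolysis product, ex 480/em 530 nm · Read-out – percent enzyme inhibition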
p-CIP stab down – compounds decreasing mouse p/CIP protein stability. F442A p/CIP-EGFP cells, EGFP fluorescence, 16 h. actives 0.01% (n = 290,000). decrease of EGFP signal, % at 10 µM;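 active = EGFP signal decrease of at least 30% at 10 µM or well 3 SD below plate mean, unless failing retest; inactive = the rest, including hits failing retest or dose response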; note: some compounds called inactive have numbers as strong as hits; many of its hits are not listed in these tables
IDE cell inh – cellular human IDE inhibition; inhibition, % at 5.59 µM; HEK cells, FAbetaB cleavage, fluorescence polarization; actives 0.41% (n = 320,000);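 active = percent inhibition above the average of all tested compounds plus 3 SD, set per screening campaign, cut at about 16% in these data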;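 note: IDE supplied by intact live HEK cells; FP after avidin binding of uncleaved biotin substrate so inhibition keeps polarization high; 0% = DMSO wells and 100% = 60 µM reference IDE inhibitor Ii1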
VIM-2 inhibitor – blocks Pseudomonas aeruginosa VIM-2 metallo-beta-lactamase; inhibition, % at 5.6 µM; actives 0.89% (n = 290,000); AID 1527; purified VIM-2, nitrocefin hydrolysis, epi-absorbance fluorescence;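 active = inhibition above the mean of all tested compounds plus 3 SD, cutoff set per screening run, cut at about 7.5% in these data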;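 note: red hydrolysis product quenches plate fluorescence so inhibitors raise well fluorescence; 0% = enzyme with DMSO and 100% = DMSO without enzyme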
HCV NS3 hel inh – inhibitors of Hepatitis C virus NS3 helicase | NS3 helicase DNA unwinding, Cy5 molecular beacon fluorescence | inhibition, % at 10.9 µM | actives 0.56% (n = 290,000) | AID 1800;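 active = inhibition above the mean of all tested compounds plus 3 SD, set per campaign, cut at about 35% in these data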;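 note: 0% = DMSO wells and 100% = thioflavine S control wells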
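Assay system: hepatitis C virus NS3 helicase domain fragment enzyme. Also added: annealed dual-labelled DNA beacon duplex, ATP-started. Timing: 1 h reaction at 25 °C, ATP-initiated. Technique: Cy5 fluorescence at 0 and 60 min, beacon hairpin quenching. Evaluation: % inhibition of unwinding. Replication: one well per compound.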
* hit, by the source's call; x = not tested or not shown. Rows were taken by chance; about 3.2% have a hit in one of these screens.

A first look:
CRFR2-BP antag	SUMO HTRF inh	IDE act	GalR3 antag	IMP-1 inhibitor	p-CIP stab down	IDE cell inh	VIM-2 inhibitor	HCV NS3 hel inh	molecule
-21	-2	3	-10	-1.4	0	-2	-3.9	-53	CC1CCN(CCCCOc2cccc(C(C)C)c2)CC1
3	22	8	4	-2.4	-1	2	-3.3	-7	CCOc1ccc(CC(=O)NNC(=O)/C=C/C(=O)O)cc1
-13	4	-1	-6	0.8	6	1	0.5	1	c1ccc2c(c1)OCC(c1csc3ncnc(N4CCCC4)c13)O2 (stereo not drawn)

This part in full, repeating the preview:
CRFR2-BP antag	SUMO HTRF inh	IDE act	GalR3 antag	IMP-1 inhibitor	p-CIP stab down	IDE cell inh	VIM-2 inhibitor	HCV NS3 hel inh	molecule
-21	-2	3	-10	-1.4	0	-2	-3.9	-53	CC1CCN(CCCCOc2cccc(C(C)C)c2)CC1
3	22	8	4	-2.4	-1	2	-3.3	-7	CCOc1ccc(CC(=O)NNC(=O)/C=C/C(=O)O)cc1
-13	4	-1	-6	0.8	6	1	0.5	1	c1ccc2c(c1)OCC(c1csc3ncnc(N4CCCC4)c13)O2 (stereo not drawn)
2	x	0	-5	x	x	-1	x	x	COc1ccc(Cl)cc1NC(=O)CN(C)C(=O)c1cccc2cccnc12
-3	-11	-3	-4	-1.4	4	9	-0.7	6	COc1cc(/C=C/C(=O)OCC(=O)NC2CCS(=O)(=O)C2)ccc1O (stereo not drawn)
19	x	0	-3	x	x	-3	x	x	COc1ccccc1C(=O)NC(=O)COC(=O)Cc1ccccc1[N+](=O)[O-]
-13	4	5	-3	-6.4	-1	4	-0.4	3	Cn1cc(Cl)c(C(=O)OCC(=O)Nc2nc(-c3ccc(Br)cc3)cs2)n1
7	-2	1	-13	-1.1	-13	2	-1.8	42*	CC(=O)c1sc(NC(=O)c2ccc(COc3ccccc3Cl)o2)nc1C
-5	x	-3	-3	x	x	0	x	x	Cc1cc(C)c(C)c(S(=O)(=O)N2CCN(C(=O)CNC(=O)c3ccco3)CC2)c1C
19	-20	-2	-1	-1.5	6	2	-2.8	-7	COc1ccc(OCC(=O)O/N=C(\N)Cc2ccc(Cl)cc2Cl)cc1
6	20	7	-1	-3.5	-2	1	-2.1	-1	CC(C)(C)C(=O)N1CCn2c1nc1ccccc12
11	-1	6	5	-4.4	11	4	-4.3	-18	O=C(CCN1C(=O)c2ccccc2C1=O)Nc1cccc(S(=O)(=O)NC2=NCCC2)c1
12	-8	-1	-10	-0.9	-13	1	-6.3	1	CCc1ccc(C(C(=O)NCc2ccc(OC)cc2)N(CCOC)C(=O)Cc2cccs2)cc1 (stereo not drawn)
-14	1	3	-6	0.3	0	x	2.8	15	Fc1ccc(CNc2ccccn2)cc1
4	16	-13	-8	0.1	-10	0	-0.4	19	Cc1cc(C)nc(N2CCC(C(=O)Nc3ccc4c(c3)CCC4)CC2)n1
-21	-18	7	-4	0.3	-2	-1	-2.5	-57	COc1cccc(CN2CCC(N(CCc3ccccc3)Cc3ccccc3)CC2)c1OC
0	9	4	-1	-2.9	-6	-3	-2.4	-1	COc1ccc(C(=O)NN=C2CCCC2)cc1OC
12	-15	4	-5	-1.0	4	3	-1.4	8	C=CCn1c(SCC(=O)Nc2ccc(F)cc2F)nnc1-c1cnccn1
-2	-4	-2	-3	-0.9	1	2	-1.3	17	CCOC(=O)CN1CCC(c2ccccc2)CC1
4	9	5	-7	-2.8	4	1	-3.1	-4	COCCNC(=O)C(c1ccc(OC)cc1)N(Cc1ccco1)C(=O)CCC(=O)Nc1ccccn1 (stereo not drawn)
-15	16	-1	-6	-1.9	0	1	-0.9	-20	Cc1cc(NC(=O)Nc2cccc(C(F)(F)F)c2)n(C)n1
-13	8	6	-1	-2.3	-5	4	-1.8	-2	COc1ccc(NC(=O)N2CCCC2C(=O)Nc2ccc(C)c(Cl)c2)cc1 (stereo not drawn)
4	1	2	-2	-2.0	-1	6	1.2	-1	O=c1[nH]c(=O)n(C2CCCO2)cc1F (stereo not drawn)
-1	4	-1	-5	-2.5	-18	3	1.1	-2	CCCCN1C(=O)C(NC(=O)CC(C)C)(C(F)(F)F)C2=C1CC(C)(C)CC2=O (stereo not drawn)
-7	11	0	-4	-1.2	0	4	-2.1	-9	Cc1ccc(NC(=O)CNC(=O)Cn2cnc3sc(C)c(C)c3c2=O)cc1F
30	-8	6	0	-3.3	1	1	0.5	-2	O=C(NCc1ccccc1)c1cccnc1N1CCOCC1
-11	0	3	-4	-0.8	-5	-3	-3.6	-6	O=C(N/N=C/c1cccc2nccnc12)c1ccccc1O
-5	20	8	-4	-5.5	6	-1	-2.2	5	O=C(NCCN1CCOCC1)c1cc2ccccc2o1
-10	x	-2	1	x	x	2	x	x	COc1cccc(NC(=O)c2ccc(N3C(=O)C4CC=CCC4C3=O)cc2)c1 (stereo not drawn)
-4	2	-4	9	0.0	-19	-4	-0.5	-35	Cc1ccc(NS(=O)(=O)c2ccc(-c3cnc(C4CC4)o3)cc2)c(C)c1
23	x	1	2	x	x	0	x	x	Cc1cccc(Nc2nnc(SCC(=O)NCC3CCCO3)s2)c1C (stereo not drawn)
14	5	3	-8	-5.0	-41	4	-4.0	-5	COC(=O)c1ccc(NC(=S)Nc2ccc(O)cc2)cc1
-3	-1	1	x	-3.4	-7	0	-2.2	-14	C[C@@H](C(=O)Nc1ccc2ccccc2c1)[C@@H]1C[C@@]1(C)[C@@H](NC(=O)OCc1ccccc1)c1ccccc1
4	1	5	-1	-3.2	-8	-5	-0.6	-2	S=C1NCCOCCOCCNC(=S)N2CCOCCOCCN1CCOCCOCC2
24	x	2	-4	-4.2	x	-2	-1.3	4	Cc1cc(OCC(=O)NCCCN2CCOCC2)cc(C)c1Cl
-1	22	4	-4	-0.8	6	2	-2.0	-16	COc1ccccc1-n1c(SCC(=O)N2CCOCC2)nc2cccnc21
5	-19	6	-4	-3.1	3	-3	-2.0	-1	CSc1nccc(-c2sc(SC)c(C#N)c2-c2ccccc2)n1
-247	-5	-25	-8	-3.1	-8	16*	-2.2	-1	CCCN1C(=O)/C(=C/c2ccc(N3CCOCC3)cc2)NC1=S
7	-16	3	-9	-2.3	0	0	-1.6	-6	CCCn1c(C2CCCN2c2nc(-c3cccc(Br)c3)cs2)nc2ccccc21 (stereo not drawn)
-9	x	7	-1	x	x	-1	x	x	COc1ccccc1NC(=O)CSc1nnc2ccc(-c3ccccn3)nn12
-3	8	5	-4	-2.8	-4	-2	-1.2	1	Cc1cnc([N+](=O)[O-])n1CCOC(=O)NC(=O)c1c(F)cccc1F
-17	-15	4	-3	-3.5	10	4	-1.3	4	CCOC(=O)Cc1c(C)nc2c(-c3ccc(Cl)cc3)cnn2c1C
-9	0	11	-2	-1.1	0	-3	-3.7	-5	CC(/C=N/n1cnnc1)=C\c1ccccc1
19	2	5	-3	-1.2	5	-4	-0.9	5	O=C(CN1CCSC1=NCc1ccccc1)c1ccccc1
-5	x	1	-2	x	x	3	x	x	c1ccc2c(c1)c1cccc3ccc4cccc2c4c31
-10	-26	-2	1	-5.7	-6	6	-4.1	22	O=S(=O)(c1ccc2ccccc2c1)N1C=CC(C(F)(F)F)=NCC1
4	1	2	-1	-0.1	11	-2	0.0	1	COc1ccccc1C(=O)Oc1cc(C)[nH]c(=O)c1[N+](=O)[O-]
-19	-8	6	7	-1.6	11	-1	-2.4	-2	CC(=O)Nc1c(O)nc(SC/C=C/CSc2nc(O)c(NC(C)=O)c(=O)[nH]2)[nH]c1=O
9	x	6	-9	-0.5	3	1	-0.3	-5	Cc1ccc(-c2n[nH]c(Cc3ccccc3)n2)cc1
-4	x	4	3	x	x	3	x	x	Cc1cccc(C(=O)N[C@@H](C)C(=O)N2CCN(c3ncccn3)CC2)c1

(list continues)
CRFR2-BP antag	SUMO HTRF inh	IDE act	GalR3 antag	IMP-1 inhibitor	p-CIP stab down	IDE cell inh	VIM-2 inhibitor	HCV NS3 hel inh	molecule
-2	14	3	2	-1.1	2	3	-3.8	11	O=C(c1cc(S(=O)(=O)N2CCC3(CC2)OCCO3)ccc1F)N1CCCCC1
7	12	-6	5	-5.5	3	7	-5.3	-12	COc1ccc(OCC(=O)Nc2ccc3c(c2)nc(CCN2CCN(C)CC2)n3C)cc1
5	-18	-1	-7	-4.6	6	2	-4.9	-17	Cc1cc2cc(CNC(=S)NC3CCCCC3)ccc2[nH]1
3	0	7	-9	-4.0	-5	2	-5.6	-3	O=C(O)CC1(CC(=O)NCc2ccc(F)cc2)CCCCC1
-5	x	6	-3	x	x	13	x	x	O=C1CC2(CCCCCC2)Oc2ccccc21
-9	19	2	-2	-2.0	3	4	-7.8	0	CCCn1c(Sc2nc3c(c(=O)[nH]c(=O)n3C)n2CCC)nc2c1c(=O)[nH]c(=O)n2C
4	8	5	-1	-1.9	-2	5	0.9	-2	COc1ccc(N(CC(=O)Nc2ccc3c(c2)OCCO3)S(C)(=O)=O)c(OC)c1
21	-4	1	-7	-1.1	6	2	-7.0	3	CN(C)c1ccc(/C=N/NC(=O)c2ccccc2Cl)cc1
3	-4	-2	4	-3.6	1	3	0.4	-3	COc1ccccc1CCNC(=O)CNC(=O)Cc1cccc2ccccc12
35	-1	0	-3	-2.1	-6	3	-3.6	-6	O=C1/C(=C/c2ccc(F)cc2)SC(=S)N1NS(=O)(=O)c1ccccc1
-29	-9	-3	1	-3.2	3	0	-2.2	6	CCCS(=O)(=O)N1CCC(C(=O)NCCc2ccc(OC)c(OC)c2)CC1
-32	-10	8	4	-3.8	10	1	-1.9	0	CCOc1ccc(C(=O)Nc2nnc(C(C)C)s2)cc1OCC
14	-11	6	1	-0.1	-14	-2	-8.0	2	COc1ccc(C(=O)NC(=S)N2CCC(C)CC2)cc1
5	6	5	x	-0.2	4	4	-0.1	8	O=C(Nc1ccc(F)cc1F)c1noc2c1CCC2
-4	x	1	-6	x	x	0	x	x	CC1CCN(C(=O)COC(=O)c2cccc(S(=O)(=O)N(C)c3ccccc3)c2)CC1
2	-11	6	1	0.1	-6	2	-1.1	-5	Fc1cnc(N2CCN(c3ccccc3)CC2)nc1N1CCN(c2ccccc2)CC1
8	3	4	-5	-2.7	5	-1	0.4	8	CC(=O)C1=C(O)C(=O)N(c2ccc(O)cc2)C1c1ccc(Cl)cc1 (stereo not drawn)
4	1	2	-3	2.1	-2	2	-2.0	-8	Cc1ccc(-c2cc(C(=O)NCc3cn(C)nc3C)c3cc(Br)ccc3n2)cc1
14	25	3	-4	-1.6	-10	0	2.2	1	Cc1cc(N2CCC(C(=O)NC3CC3)CC2)nc(-c2ccccc2)n1
14	20	3	-3	-3.5	-9	-11	-2.5	-5	CCNc1nc(OC)nc(SCC(=O)Nc2ccccc2)n1
3	7	0	-5	-0.8	0	4	-0.7	-1	CCN(CC)CCNC(=S)Nc1ccc2nc(N3CCCC3)cc(C)c2c1
